Screening results deposited in PubChem by several laboratories.
rCAG binder: r(CAG) repeat RNA binding. TO-PRO-1 dye displacement fluorescence. inhibition, % at 3 µM. 370,000 tested, 1.3% active. AID 651821;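 active = inhibition above the plate cutoff, the mean of all test compounds on that plate plus 3 SD, cut at about 35% in these data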;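 also: 0% = DMSO alone and 100% = 100 µM mitoxantrone as full dye displacement; higher means more dye released from RNA so lower well fluorescence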
ARFGAP1 inh: inhibitors of rat ARFGAP1; inhibition, % at 16.5 µM; Arfgap1-stimulated ARF1 GTP hydrolysis, GDP FP detection; AID 651572; Q62848; 360,000 tested, 0.26% active;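 active = inhibition above a per-plate limit, mean inhibition of low control wells plus 3 SD, cut at about 25% in these data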;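 also: 0% = DMSO wells with enzyme and 100% = wells lacking Arfgap1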
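Material: rat Arfgap1 GAP domain (His6, aa 1-136), purified enzyme. Also added: human ARF1(Δ1-17)-GTP substrate. Compound dosing: 16.5 µM single point, 1.26% DMSO. Timing: enzyme reaction 120 min at 25 °C after 20 min preincubation. Signal: GDP detection by fluorescence polarization. Read-out basis: percent inhibition of GAP-stimulated GDP formation, scaled between DMSO and no-Arfgap1 medians.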
sPLA2-III inh: Blocks human group III sPLA2 activity; AID 743126; Q9NZ20; inhibition, % at 12.2 µM; QFRET BODIPY PC-A2 liposome hydrolysis, fluorescence; 370,000 tested, 0.56% active;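 active = inhibition above mean plus 3 SD of compounds lying within the high and low control bounds, cut at about 19% in these data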;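 also: 0% = median of test compound wells and 100% = no enzyme DMSO wells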
ASAP1 GAP inh: inhibitors of human ASAP1 ArfGAP activity; inhibition, % at 16.5 µM; ASAP1-stimulated ARF1 GTP hydrolysis, GDP FP detection; 360,000 tested, 0.19% active; Q9ULH1; in the data active = inhibition above about 25%;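 also: 0% = vehicle with enzyme and substrate and 100% = no enzyme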
GC-A act: GC-A (human) enzyme activation. P16066. HEK293 GC-A cells, cGMP TR-FRET, EC30 ANP; 0% at EC30 ANP, 100% saturating ANP. activation, % at 10 µM. 370,000 tested, 0.14% active. AID 1671463; in the data active = activation above about 40%
GAA850 FXN act: frataxin GAA850 promoter activation | HEK293 lucGAA850 FXN promoter luciferase reporter, 24 h; percent of 10 µM SAHA response | activation, % at 6 µM | 360,000 tested, 0.56% active | AID 540364;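 active = activation above the average of all compounds screened plus 3 SD, cutoff fixed separately per campaign, cut at about 7.5% in these data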;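 also: 0% = DMSO wells and 100% = 10 µM SAHA wells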
DDE Tn6 FP inh: DD(E)-Tn6 binding inhibition, primary FP screen; P02675; Fibrin DD(E) TRITC-Tn6 fluorescence polarization displacement; inhibition, % at 8.3 µM; 370,000 tested, 0.21% active; AID 720509;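 active = inhibition above a per-campaign cutoff: mean of compounds within control limits plus 3 SD, cut at about 15% in these data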;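 also: 0% = median of all compound wells on the plate and 100% = blocking peptide control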
ADAM10 inh: ADAM10 inhibition, QFRET primary screen; O14672; recombinant ADAM10, EDANS/DABCYL FRET peptide cleavage, 3 h; inhibition, % at 7 µM; 370,000 tested, 0.62% active; AID 720582;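 active = inhibition above a per-campaign cutoff equal to the mean of compounds falling between control-based bounds plus 3 SD, cut at about 20% in these data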;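 also: 0% = DMSO wells while the 100% control is not disclosed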
KLK7 zymogen act: activates the human kallikrein-7 zymogen. P49862. purified proKLK7, EDANS-DABCYL substrate fluorescence; 100% is mature enzyme control, 0% vehicle. activation, % at 7 µM. 370,000 tested, 0.9% active. AID 652039;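 active = activation above the mean of all tested compounds plus 3 SD, computed per campaign excluding outliers beyond control limits, cut at about 13% in these data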
GC-B act: GC-B (human) receptor activation | HEK293-GC-B cells, CNP EC30, cGMP TR-FRET; 0% at EC30 CNP, 100% saturating CNP | activation, % at 10 µM | 370,000 tested, 0.11% active;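 active = activation at 10 µM reaching about 35% in either raw or pattern-adjusted values, limit read from the data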
Target sequence (P20594 whole entry, looked up): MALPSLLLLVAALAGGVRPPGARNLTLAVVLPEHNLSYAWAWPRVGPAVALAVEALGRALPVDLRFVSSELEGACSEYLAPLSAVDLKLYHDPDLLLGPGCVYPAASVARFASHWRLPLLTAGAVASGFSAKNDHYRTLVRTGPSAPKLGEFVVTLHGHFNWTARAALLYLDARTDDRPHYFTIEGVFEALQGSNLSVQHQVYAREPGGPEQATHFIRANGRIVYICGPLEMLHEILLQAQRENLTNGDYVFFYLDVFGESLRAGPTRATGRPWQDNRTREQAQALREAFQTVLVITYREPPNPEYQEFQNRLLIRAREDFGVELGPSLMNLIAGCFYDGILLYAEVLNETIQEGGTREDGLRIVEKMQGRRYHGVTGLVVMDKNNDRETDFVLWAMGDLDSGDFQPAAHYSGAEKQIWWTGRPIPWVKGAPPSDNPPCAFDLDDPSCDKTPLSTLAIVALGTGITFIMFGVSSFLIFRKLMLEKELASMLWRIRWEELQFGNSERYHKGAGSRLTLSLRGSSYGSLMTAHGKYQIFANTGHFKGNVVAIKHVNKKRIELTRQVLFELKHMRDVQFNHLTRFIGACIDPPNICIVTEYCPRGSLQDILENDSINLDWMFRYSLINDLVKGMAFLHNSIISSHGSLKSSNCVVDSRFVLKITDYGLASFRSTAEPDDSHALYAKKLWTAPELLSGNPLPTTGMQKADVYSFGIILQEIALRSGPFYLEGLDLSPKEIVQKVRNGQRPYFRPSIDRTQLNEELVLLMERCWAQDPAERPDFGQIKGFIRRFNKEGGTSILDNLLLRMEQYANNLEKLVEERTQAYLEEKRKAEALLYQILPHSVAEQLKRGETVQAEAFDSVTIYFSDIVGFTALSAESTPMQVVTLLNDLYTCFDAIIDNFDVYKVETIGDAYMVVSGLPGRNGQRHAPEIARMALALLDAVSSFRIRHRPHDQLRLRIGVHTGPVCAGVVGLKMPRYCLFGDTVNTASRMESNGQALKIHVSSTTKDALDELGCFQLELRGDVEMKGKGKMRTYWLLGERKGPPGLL
* hit, by the source's call; i = inactive; · = no result given. Compounds were not picked by outcome, and some 4.5% of all compounds hit somewhere here.

SMILES | rCAG binder | ARFGAP1 inh | sPLA2-III inh | ASAP1 GAP inh | GC-A act | GAA850 FXN act | DDE Tn6 FP inh | ADAM10 inh | KLK7 zymogen act | GC-B act
Cc1cc2cccc(C)c2nc1SCC(=O)NC1CCCCC1 | 0.0 | 3.2 | 0.2 | -4.1 | 0.6 | 0.9 | 5.9 | -6.2 | 0.3 | 2.9
Oc1ccc(C[C@H]2CN([C@@H](Cc3ccccc3)CN3CCC[C@@H]3CN3C(=S)NC[C@@H]3Cc3ccccc3)C(=S)N2CC2CCCCC2)cc1 | 11.9 | 6.3 | 5.5 | 8.4 | 3.4 | · | -8.6 | -16.9 | -0.2 | 0.8
COc1ccc(C(NC(=O)c2cccnc2)c2cc(Cl)c3cccnc3c2O)cc1OC (stereo not given) | 4.8 | 8.3 | 4.3 | -1.4 | 3.2 | -5.7 | -1.0 | 6.2 | 0.5 | 0.7
COc1ccc(CCNC(=O)c2ccc(Br)cc2)cc1 | -1.0 | 4.1 | 1.1 | -2.1 | 0.1 | 1.0 | -5.3 | -2.8 | -0.4 | 4.3
Cc1ccc(Oc2c(C)nc(-c3ccccc3)[nH]c2=O)cc1 | -2.4 | -0.6 | -1.9 | -11.6 | 0.6 | 2.3 | -2.9 | -1.6 | -0.1 | -13.6
Cc1nc(C)c(C(=O)N2CCCC(C(=O)c3ccc(Cl)cc3C)C2)s1 (stereo not given) | -5.3 | -11.0 | -0.4 | -8.9 | 3.1 | -0.2 | -2.2 | 8.4 | -0.4 | -0.8
Cc1ccc(C(=O)N(Cc2sccc2C)C2CCS(=O)(=O)C2)cc1 (stereo not given) | -4.3 | 10.3 | -5.1 | 0.3 | -3.5 | 0.5 | -1.0 | 3.1 | -0.7 | -2.6
Oc1ccc(/C=N/Nc2ccc3ccccc3c2)c(O)c1 | 27.4 | 11.9 | -2.0 | 13.2 | 3.1 | 0.4 | 2.8 | -18.2 | -1.6 | -5.8
CCOc1ccccc1NC(=O)CCS(=O)(=O)c1cccc2nsnc12 | 0.1 | -1.7 | -0.2 | -12.3 | 3.6 | 0.8 | 3.7 | 0.9 | -0.4 | 5.3
CCOc1c(Cl)cc(/C=N/O)cc1OC | 1.6 | 3.6 | -7.1 | -7.0 | 4.9 | 0.1 | 9.7 | -7.0 | 0.1 | -3.4
COCc1cc(CN2CCN(C)CC2)c(O)c2ncccc12 | -2.2 | -0.8 | -8.3 | 3.1 | 2.5 | 2.8 | 11.7 | 0.2 | 0.4 | 2.6
CCc1cccc(NS(=O)(=O)c2ccc3c(c2)N(C)CCO3)c1 | 1.4 | -1.9 | -8.0 | 1.1 | -3.8 | -1.6 | -5.3 | 0.3 | -0.2 | -5.5
O=C(NCc1ccco1)/C(=C/c1ccc([N+](=O)[O-])cc1)NC(=O)c1ccco1 | 3.3 | 2.6 | 1.4 | 6.5 | -2.1 | 0.1 | 3.7 | -3.4 | -0.3 | -2.6
COC(=O)[C@H](CCSC)NC(=O)c1cccnc1SC | -1.9 | -0.8 | 13.4 | 0.0 | 0.8 | 1.0 | 6.7 | -6.6 | -0.7 | -3.0
Cn1nccc1C(=O)N1CCN(c2ccccc2F)CC1 | -2.1 | -4.4 | -1.6 | -13.6 | 0.9 | -0.5 | 5.4 | 0.1 | -0.8 | -1.3
CCOc1cc(/C=N/NC(=O)c2ccc(NC(=O)C3CC3)cc2)ccc1O | -0.5 | -3.1 | 9.2 | 3.0 | 0.4 | -1.0 | -5.2 | -10.7 | -0.3 | -4.9
Cc1ccsc1CNC(=O)c1c(-c2ccccc2)noc1C | -0.1 | 0.5 | -6.1 | 6.0 | -4.7 | 1.8 | 3.2 | -3.4 | 0.1 | 5.3
O=C(OCC(=O)N1CCCC1=O)c1cc(Cl)ccc1O | -9.0 | 16.0 | 4.2 | 0.8 | 0.1 | -1.1 | -0.4 | -41.6 | 32.4* | -1.5
O=C(NCc1cccs1)c1cc(-c2ccc(O)cc2)on1 | 4.3 | 6.1 | -21.1 | -13.0 | -6.4 | 8.9* | 2.3 | -0.3 | 0.1 | -4.5
C=C(C)C(=O)Nc1cccc(C2=NOC3(C2)C[C@@H](C(N)=O)N(C(=O)/C(C)=C/C)C3)c1 (stereo not given in full) | 9.4 | 9.6 | -1.4 | 1.7 | 0.5 | 0.2 | 0.9 | -2.2 | -1.1 | -0.2
O=c1c2ccccc2nc(CSc2nnnn2-c2ccccc2)n1-c1ccccc1 | -0.7 | -1.8 | -2.9 | 11.2 | -3.3 | -0.3 | 4.6 | 11.9 | 0.1 | -2.2
COc1ccc(CCNC(=O)CNC(=O)c2nn(-c3ccc(OC)c(OC)c3)c(=O)c3ccccc23)cc1OC | -3.4 | 9.5 | 1.9 | 5.5 | 0.6 | -2.8 | -1.8 | 8.4 | 2.0 | 5.7
COC(=O)CNc1nc(Cl)nc(NC2CCCCC2)n1 | -5.3 | -1.6 | 2.0 | -3.0 | -1.4 | 2.9 | 0.0 | -9.9 | -0.6 | -5.7
CCN(CCCNC(=O)c1ccc2c(c1)NC(=O)CN2C)c1cccc(C)c1 | -3.4 | -4.6 | 2.6 | 3.0 | -2.5 | -1.6 | -2.4 | -6.5 | -0.5 | -0.8
COc1cccc2c3c(c(=O)[nH]c12)CC(C)(C)O3 | -4.0 | -1.8 | 1.0 | -9.1 | -4.4 | 1.4 | 7.3 | -2.9 | 0.7 | -0.6
CC(C)(C)NC(=O)COC(=O)c1c2c(nc3ccccc13)CCC2 | 17.3 | 11.3 | -4.4 | 3.0 | 3.0 | -1.4 | 4.7 | -37.1 | 0.2 | 0.5
CC(C(=O)Nc1ccc(C#N)cc1)N1CCN(C(=O)C2CC2)CC1 (stereo not given) | -0.3 | -5.7 | 6.9 | -2.6 | 0.7 | 0.0 | 0.3 | -13.6 | 0.1 | 1.5
Cc1nnc(SCC(=O)NC(C)c2ccccc2)[nH]c1=O (stereo not given) | -1.4 | 10.5 | 3.7 | -6.1 | 1.8 | 1.2 | 2.7 | 11.6 | 0.0 | -1.9
CC(C)[C@H](NC(=O)c1ccccc1)C(=O)N1CCC[C@H]1C(=O)NCCc1ccccc1Cl | 1.4 | 1.3 | 1.2 | 10.6 | -4.4 | · | -5.4 | -2.0 | -0.2 | -0.4
O=C(Nc1nnc(-c2ccco2)o1)c1ccc(Cl)cc1 | 3.7 | 4.4 | 0.1 | -3.1 | -1.8 | 3.7 | -4.5 | -3.6 | -0.3 | 1.4
c1ccc2c(c1)CCc1snnc1-2 | 0.4 | 5.6 | 12.2 | -3.7 | 4.1 | 0.3 | -7.2 | -4.0 | -0.3 | 7.6
CC1CC(C)CN(C(=O)c2cn(C)c3ccc(S(=O)(=O)N(C)C)cc3c2=O)C1 (stereo not given) | -0.3 | -2.1 | -0.3 | -0.5 | 1.5 | -0.1 | 6.0 | -2.1 | 0.4 | 2.1
Cc1cc2oc(=O)cc(CN(C)Cc3ccccc3Cl)c2cc1C | -0.3 | -0.5 | 1.9 | 0.1 | -12.2 | 2.4 | 8.3 | 2.8 | 0.7 | -8.7
C=CCNC(=O)c1c(N)n(-c2cccc(S(N)(=O)=O)c2)c2nc3ccccc3nc12 | 17.8 | 13.3 | -7.4 | -4.2 | 14.5 | 0.5 | -17.4 | i | -77.6 | 4.9
COC(=O)C(C(=O)Nc1cccc(Cl)c1C)C1CCCC1 (stereo not given) | -0.8 | 4.0 | -0.6 | -5.3 | -1.1 | 3.2 | 2.2 | -4.1 | -0.2 | 1.3
Cc1ccc(S(=O)(=O)N(C)c2nonc2C)cc1 | -2.2 | -2.2 | 0.4 | 2.3 | 3.4 | -0.5 | -0.5 | -9.7 | -0.3 | -1.1

Whole records, quoted from the list.
`Cc1ccc(C(=O)N(Cc2sccc2C)C2CCS(=O)(=O)C2)cc1` (stereo not given) is listed with rCAG binder: -4.3; ARFGAP1 inh: 10.3; sPLA2-III inh: -5.1; ASAP1 GAP inh: 0.3; GC-A act: -3.5; GAA850 FXN act: 0.5; DDE Tn6 FP inh: -1.0; ADAM10 inh: 3.1; KLK7 zymogen act: -0.7; GC-B act: -2.6
`CC(C)(C)NC(=O)COC(=O)c1c2c(nc3ccccc13)CCC2` is listed with rCAG binder: 17.3; ARFGAP1 inh: 11.3; sPLA2-III inh: -4.4; ASAP1 GAP inh: 3.0; GC-A act: 3.0; GAA850 FXN act: -1.4; DDE Tn6 FP inh: 4.7; ADAM10 inh: -37.1; KLK7 zymogen act: 0.2; GC-B act: 0.5

(listing goes on)
SMILES | rCAG binder | ARFGAP1 inh | sPLA2-III inh | ASAP1 GAP inh | GC-A act | GAA850 FXN act | DDE Tn6 FP inh | ADAM10 inh | KLK7 zymogen act | GC-B act
CCN(CC)C(=O)CN(c1cc(Cl)ccc1OC)S(=O)(=O)c1ccc(C)c([N+](=O)[O-])c1 | 4.2 | 5.0 | 0.2 | 5.2 | -15.1 | -1.5 | 0.2 | 4.4 | -0.1 | -11.7
C=C(C)CNC(=S)NNC(=O)CCn1c2cc(Cl)ccc2c2ccc(Cl)cc21 | 11.6 | -0.8 | 10.6 | 14.7 | -7.9 | 2.4 | 1.2 | 1.5 | 0.0 | -2.7
O=C(O)c1ccc(S(=O)(=O)NC2CCCCCC2)cc1 | 0.1 | 8.5 | 1.2 | -1.3 | 4.1 | 1.6 | 2.4 | -1.7 | -0.4 | 0.4
CCCC(C)c1oc(=O)cc(O)c1C (stereo not given) | 15.5 | 4.3 | 0.4 | -3.2 | 1.9 | 1.1 | -2.0 | -14.2 | 0.1 | 1.8
CN(CC(=O)Nc1ccc(Cl)cc1)C(=O)C1CCCC1 | -2.2 | -6.8 | -7.3 | 11.2 | 2.8 | 0.4 | -0.6 | -7.9 | 0.7 | -1.8
CC1=NN(c2ccc(Cl)cc2)C(=O)C1 | 16.0 | 22.3 | 6.8 | -5.3 | 2.8 | 1.6 | -2.0 | 7.0 | 0.2 | 2.5
C/C(=C\c1ccccc1)CN1CCN(c2ccccc2F)CC1 | -6.2 | -13.2 | 2.9 | 11.6 | 4.3 | 1.5 | 10.0 | 0.0 | 0.8 | 3.2
N/C(COc1ccc(Cl)cc1Cl)=N\O | 0.3 | 8.8 | -1.5 | -10.1 | 7.3 | 1.9 | -1.4 | 5.5 | -0.5 | 3.2
O=C(Cn1cccn1)N1CCCC(N2CCN(Cc3ccc4c(c3)OCO4)CC2)C1 (stereo not given) | -1.9 | 3.6 | 0.1 | 6.4 | 2.7 | 1.6 | 2.6 | -1.9 | 0.3 | 0.4
Cc1ccc(N2CC(NS(=O)(=O)c3cccnc3)CC2=O)cc1C (stereo not given) | 0.3 | 5.1 | -2.7 | -0.5 | 1.4 | -0.5 | 0.2 | -0.8 | 0.0 | -0.9
Cc1cccc(OCCNC(=O)CCNS(=O)(=O)c2ccc3ccccc3c2)c1 | 1.4 | 5.6 | -19.0 | -0.1 | -5.4 | -1.7 | -5.9 | 1.0 | -0.8 | -0.8
CCOc1ccc(N2CC(C(=O)NCCN3C(=O)S/C(=C\c4cccnc4)C3=O)CC2=O)cc1 (stereo not given) | 2.0 | 6.9 | 2.8 | 4.0 | 0.0 | 1.4 | 1.5 | 7.0 | -0.8 | 1.9
Cc1ccc(S(=O)(=O)NC2=NCN(Cc3cccnc3)CN2)cc1 | 2.7 | -1.9 | 3.9 | 6.7 | 0.5 | 2.0 | -4.8 | -0.1 | 0.2 | 1.4
